Bioassay records as filed in PubChem.
hcDAF12 agonist = H. contortus DAF-12 activation, primary screen; HEK293 hcDAF-12 lit1-tk-luc reporter, luminescence; 0% DMSO, 100% Δ7-dafachronic acid; activation, % at 6.8 µM; hit rate 1.4% among 370,000;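 active means activation above the mean of all tested compounds plus 3 SD, cut at about 5.5% in these data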;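 further: 100% = response to 3 µM Δ7-dafachronic acid high control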
SMARCA2 act = activators of SMARCA2 function | activation, % at 9.1 µM | AID 652017 | MG213 cells, MMTV-luciferase reporter, dexamethasone, overnight | hit rate 1% among 370,000; in the data active means activation above about 7.8%;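 further: 0% = vehicle wells and 100% = reference activator wells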
Rev-erbA mod = modulates human Rev-erb alpha binding to DNA | hit rate 0.79% among 370,000 | P20393 | activity, % at 10 µM | Rev-erbα–FITC-DNA binding, fluorescence polarization, 90 min;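 active means activity above about 14%, limit read from the data; passing the limit was not always enough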;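 further: 0% = DMSO wells with 35 nM protein and 100% = DMSO wells with 750 nM protein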
DAX1 inh-1 = inhibitors of DAX1 repression of SF-1 activated StAR promoter; HEK293T StAR-luciferase reporter, SF-1/DAX-1 repression relief; inhibition, % at 6.8 µM; hit rate 1.1% among 370,000; AID 652010;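 active means inhibition above the mean over all tested compounds plus 3 SD, cut at about 3.6% in these data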;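 further: 0% = DAX-1 cells with DMSO and 100% = cells lacking DAX-1 with DMSO; higher inhibition means more luminescence from relief of DAX-1 repression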
MBD2 DNA inh = inhibitors of human MBD2 binding to methylated oligonucleotide | TR-FRET | inhibition, % at 4.4 µM | hit rate 0.31% among 370,000 | AID 686964; in the data active means inhibition above about 13%
Target sequence (Q9UBB5 whole entry, looked up): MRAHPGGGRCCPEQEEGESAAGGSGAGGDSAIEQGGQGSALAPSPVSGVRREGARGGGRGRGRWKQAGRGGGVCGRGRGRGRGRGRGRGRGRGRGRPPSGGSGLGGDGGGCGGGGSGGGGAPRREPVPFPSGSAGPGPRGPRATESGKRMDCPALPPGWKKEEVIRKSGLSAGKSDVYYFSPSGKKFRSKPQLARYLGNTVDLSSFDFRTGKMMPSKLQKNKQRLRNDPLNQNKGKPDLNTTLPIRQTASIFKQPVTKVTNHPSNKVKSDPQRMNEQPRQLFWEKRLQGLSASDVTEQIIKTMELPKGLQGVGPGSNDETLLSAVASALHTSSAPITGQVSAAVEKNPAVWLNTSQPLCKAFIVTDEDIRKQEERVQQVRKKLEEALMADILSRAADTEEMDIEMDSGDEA
PLCg1 inh = PLC-gamma1 (human) inhibition, primary screen; P19174; purified PLC-gamma1, fluorogenic substrate, fluorescence; inhibition, % at 12.2 µM; hit rate 0.84% among 370,000; AID 720700; in the data active means inhibition above about 9.5%
ADAM17 inh = inhibits human ADAM17; recombinant ADAM17, EDANS/DABCYL FRET peptide cleavage; inhibition, % at 6.95 µM; hit rate 0.83% among 370,000; AID 720648;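 active means inhibition above the mean of compounds lying between control limits plus 3 SD, set per campaign, cut at about 8.5% in these data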;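 further: 0% = DMSO-only wells as the low control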
Target sequence (P78536 215-824 limits assumed): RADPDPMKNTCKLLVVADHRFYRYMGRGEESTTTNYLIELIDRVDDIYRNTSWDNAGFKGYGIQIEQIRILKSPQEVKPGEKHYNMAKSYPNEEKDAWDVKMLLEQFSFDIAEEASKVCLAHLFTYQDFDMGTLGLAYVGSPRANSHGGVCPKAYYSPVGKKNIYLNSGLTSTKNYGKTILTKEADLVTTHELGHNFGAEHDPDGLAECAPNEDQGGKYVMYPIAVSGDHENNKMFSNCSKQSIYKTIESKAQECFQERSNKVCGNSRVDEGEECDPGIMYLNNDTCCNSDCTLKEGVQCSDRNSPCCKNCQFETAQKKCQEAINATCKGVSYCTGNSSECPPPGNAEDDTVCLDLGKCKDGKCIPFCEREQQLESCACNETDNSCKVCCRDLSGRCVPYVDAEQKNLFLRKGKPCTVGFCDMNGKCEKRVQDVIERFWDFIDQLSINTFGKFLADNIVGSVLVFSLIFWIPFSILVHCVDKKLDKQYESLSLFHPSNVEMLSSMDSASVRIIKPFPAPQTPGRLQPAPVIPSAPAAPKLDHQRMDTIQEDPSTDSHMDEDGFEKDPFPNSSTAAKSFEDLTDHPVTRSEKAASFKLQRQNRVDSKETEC
PLC-beta3 inh = blocks human PLC-beta3 enzyme activity; hit rate 0.18% among 370,000; inhibition, % at 12.2 µM; Purified PLC-beta3, fluorogenic substrate, fluorescence; Q01970; in the data active means inhibition above about 11%;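 further: 0% = median of compound wells on plate and 100% = full blocker control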
hgDAF12 agonist = agonists of H. glycines DAF-12 nuclear receptor. HEK293 GAL4-hgDAF12 UAS-luciferase reporter, agonist luminescence; normalized to butyrate control. activation, % at 6.8 µM. hit rate 1.8% among 370,000;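 active means activation above a cutoff set at the mean of all screened compounds plus 3 SD, cut at about 10% in these data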;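 further: 0% = DMSO wells and 100% = sodium butyrate wells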
ssDAF12 agonist = activates DAF-12 receptor from parasite S. stercoralis; activation, % at 6.8 µM; AID 652126; hit rate 1% among 370,000; HEK293 ssDAF-12/GRIP1 lit1-tk-luc reporter, luminescence; % of 3 µM dafachronic acid response;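 active means activation above the mean over all tested compounds plus 3 SD, cut at about 0.9% in these data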;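 further: 0% = DMSO-only wells and 100% = 3 µM delta7-dafachronic acid wells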
DAX1 inh-2 = NR0B1 (DAX1) inhibition. HEK293 Gal4-DAX1 luciferase reporter, luminescence. inhibition, % at 6.75 µM. hit rate 0.99% among 340,000. AID 504766;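 active means inhibition above the mean over all tested compounds plus 3 SD, cut at about 4.2% in these data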;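 further: 0% = DAX1-transfected cells with DMSO and 100% = empty-vector control cells with DMSO; inhibition shows as a rise in luminescence from relieved DAX1 repression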
An asterisk follows results filed as active.

Results for CCC(C)C(NC(=O)c1ccccc1NC(=O)c1ccco1)C(=O)O (stereo not drawn) ?
hcDAF12 agonist: 0.5; SMARCA2 act: 1; Rev-erbA mod: -1; DAX1 inh-1: -0.3; MBD2 DNA inh: -3; PLCg1 inh: 4; ADAM17 inh: 1; PLC-beta3 inh: -1; hgDAF12 agonist: -1.4; ssDAF12 agonist: -1.5; DAX1 inh-2: -1.4

What do the screens show for `Cc1ccc(-c2nc3ncccn3c2NC(=O)C2CC2)cc1`?
hcDAF12 agonist: 2.3; SMARCA2 act: 1; Rev-erbA mod: -5; DAX1 inh-1: 0.3; MBD2 DNA inh: 1; PLCg1 inh: inactive; ADAM17 inh: -285; PLC-beta3 inh: inactive; hgDAF12 agonist: 0.1; ssDAF12 agonist: -1.1; DAX1 inh-2: 0.0

Results for CC(C)=CCc1c(O)cc2c(=O)c3ccc(O)cc3oc2c1O ?
hcDAF12 agonist: 1.3; SMARCA2 act: 0; Rev-erbA mod: 2; DAX1 inh-1: -1.1; MBD2 DNA inh: 0; PLCg1 inh: -2; ADAM17 inh: 4; PLC-beta3 inh: -4; hgDAF12 agonist: 1.6; ssDAF12 agonist: -1.4; DAX1 inh-2: 3.0

How did O=C(O)c1cc2ccccc2c(=O)s1 do in these assays?
hcDAF12 agonist: -0.1; SMARCA2 act: -5; Rev-erbA mod: 0; DAX1 inh-1: -0.3; MBD2 DNA inh: -7; PLCg1 inh: -4; ADAM17 inh: -1; PLC-beta3 inh: 2; hgDAF12 agonist: 2.4; ssDAF12 agonist: -1.2; DAX1 inh-2: -1.1

How did CN1CCN(C(=O)c2cccc(NS(=O)(=O)c3ccc(Br)cc3)c2)CC1 do in these assays?
hcDAF12 agonist: -0.5; SMARCA2 act: 1; Rev-erbA mod: 0; DAX1 inh-1: 0.7; MBD2 DNA inh: -4; PLCg1 inh: -3; ADAM17 inh: -3; PLC-beta3 inh: -3; hgDAF12 agonist: 1.1; ssDAF12 agonist: -0.8; DAX1 inh-2: 0.4

How did Cc1onc(-c2c(Cl)cccc2Cl)c1C(=O)c1ccccc1 do in these assays?
hcDAF12 agonist: -1.5; SMARCA2 act: -4; Rev-erbA mod: 2; DAX1 inh-1: -1.0; MBD2 DNA inh: -7; PLCg1 inh: 0; ADAM17 inh: -4; PLC-beta3 inh: -5; hgDAF12 agonist: 0.9; ssDAF12 agonist: -1.8; DAX1 inh-2: -0.5

Results for Cc1ccccc1N(CC(=O)N1CCN(Cc2ccccc2)CC1)S(C)(=O)=O ?
hcDAF12 agonist: -2.1; SMARCA2 act: -4; Rev-erbA mod: 2; DAX1 inh-1: -0.1; MBD2 DNA inh: 7; PLCg1 inh: 2; ADAM17 inh: -2; PLC-beta3 inh: -1; hgDAF12 agonist: -1.4; ssDAF12 agonist: -1.2; DAX1 inh-2: 1.0

How did CCOc1ccccc1NC(=O)CNC(=O)Cc1ccccc1 do in these assays?
hcDAF12 agonist: 1.8; SMARCA2 act: -4; Rev-erbA mod: -1; DAX1 inh-1: 0.6; MBD2 DNA inh: 5; PLCg1 inh: 0; ADAM17 inh: -4; PLC-beta3 inh: -4; hgDAF12 agonist: -0.4; ssDAF12 agonist: -1.9; DAX1 inh-2: -0.3

What do the screens show for `O=C(Cn1ncc(Cl)c(Cl)c1=O)N1CCN(Cc2ccccc2)CC1`?
hcDAF12 agonist: -0.5; SMARCA2 act: -12; Rev-erbA mod: -25; DAX1 inh-1: 2.2; MBD2 DNA inh: 1; PLCg1 inh: 4; ADAM17 inh: 0; PLC-beta3 inh: 5; hgDAF12 agonist: 0.1; ssDAF12 agonist: 0.3; DAX1 inh-2: 0.5

How did CCOc1cc(CNn2cnnc2)ccc1OCC(=O)NC1CCCCC1 do in these assays?
hcDAF12 agonist: -0.9; SMARCA2 act: -1; Rev-erbA mod: 3; DAX1 inh-1: -1.1; MBD2 DNA inh: -2; PLCg1 inh: -1; ADAM17 inh: -1; PLC-beta3 inh: 2; hgDAF12 agonist: -0.2; ssDAF12 agonist: -0.3; DAX1 inh-2: 0.0

How did CC(C)(C)c1ccc(C(=O)NCCC(=O)NNC(=O)COc2ccc(F)cc2)cc1 do in these assays?
hcDAF12 agonist: -0.3; SMARCA2 act: 0; Rev-erbA mod: -11; DAX1 inh-1: 0.1; MBD2 DNA inh: 1; PLCg1 inh: -2; ADAM17 inh: 0; PLC-beta3 inh: -5; hgDAF12 agonist: 0.3; ssDAF12 agonist: -1.1; DAX1 inh-2: 0.3

Results for NC(=O)CNCCC(c1ccccc1)c1ccccc1 ?
hcDAF12 agonist: -0.9; SMARCA2 act: 2; Rev-erbA mod: -1; DAX1 inh-1: 0.2; MBD2 DNA inh: 4; PLCg1 inh: 5; ADAM17 inh: 9.8*; PLC-beta3 inh: 4; hgDAF12 agonist: 0.4; ssDAF12 agonist: -1.7; DAX1 inh-2: -0.6

How did Fc1ccccc1CNC(=S)NC1CCCCC1 do in these assays?
hcDAF12 agonist: -1.7; SMARCA2 act: -2; Rev-erbA mod: 3; DAX1 inh-1: 0.2; MBD2 DNA inh: 2; PLCg1 inh: 1; ADAM17 inh: 2; PLC-beta3 inh: -6; hgDAF12 agonist: -2.0; ssDAF12 agonist: -0.8; DAX1 inh-2: 0.0

How did Cc1cccc(NC(=O)COC(=O)CN2C(=O)c3ccccc3C2=O)c1C do in these assays?
hcDAF12 agonist: -1.9; SMARCA2 act: -2; Rev-erbA mod: -8; DAX1 inh-1: -0.3; MBD2 DNA inh: 4; PLCg1 inh: 2; ADAM17 inh: -1; PLC-beta3 inh: 1; hgDAF12 agonist: 0.4; ssDAF12 agonist: -1.3; DAX1 inh-2: 0.7

What do the screens show for `O=C(Nc1ccccc1)C(Cc1ccccc1)c1ccccc1` (stereo not drawn)?
hcDAF12 agonist: 0.4; SMARCA2 act: 3; Rev-erbA mod: -3; DAX1 inh-1: -0.3; MBD2 DNA inh: 1; PLCg1 inh: 2; ADAM17 inh: 7; PLC-beta3 inh: 5; hgDAF12 agonist: -1.5; ssDAF12 agonist: -1.4; DAX1 inh-2: 0.2

How did Cn1c(=O)c2c(nc(CN3CCN(C(=O)c4ccco4)CC3)n2Cc2ccccc2F)n(C)c1=O do in these assays?
hcDAF12 agonist: -0.4; SMARCA2 act: -3; Rev-erbA mod: 2; DAX1 inh-1: 0.8; MBD2 DNA inh: -6; PLCg1 inh: 1; ADAM17 inh: -1; PLC-beta3 inh: -2; hgDAF12 agonist: 0.3; ssDAF12 agonist: -1.3; DAX1 inh-2: 2.0

Results for O=C(COc1c(Cl)cccc1Cl)NN1C(=O)CSC1=S ?
hcDAF12 agonist: -0.1; SMARCA2 act: 1; Rev-erbA mod: -10; DAX1 inh-1: 0.2; MBD2 DNA inh: -2; PLCg1 inh: -3; ADAM17 inh: -1; PLC-beta3 inh: -5; hgDAF12 agonist: -1.8; ssDAF12 agonist: -1.5; DAX1 inh-2: -1.5

Results for COC(=O)[C@]12C[C@H](CC(=O)NCC3CCCCC3)C(=O)N(Cc3cccc4ccccc34)C1=C[C@H](C(C)(C)C)O[C@@H]2C ?
hcDAF12 agonist: 3.8; SMARCA2 act: -3; Rev-erbA mod: 6; DAX1 inh-1: -0.2; MBD2 DNA inh: 1; PLCg1 inh: 1; ADAM17 inh: 0; PLC-beta3 inh: 5; hgDAF12 agonist: 3.4; ssDAF12 agonist: -0.9

How did COc1ccccc1C(=O)NCCC(=O)N(C)Cc1cccs1 do in these assays?
hcDAF12 agonist: 0.5; SMARCA2 act: -1; Rev-erbA mod: 8; DAX1 inh-1: 0.8; MBD2 DNA inh: -1; PLCg1 inh: -3; ADAM17 inh: -4; PLC-beta3 inh: -44; hgDAF12 agonist: -1.6; ssDAF12 agonist: -0.7; DAX1 inh-2: 1.3

Results for C/C(=N\NC(=S)Nc1ccc(F)cc1)c1ccc2c(c1)OCCO2 ?
hcDAF12 agonist: 4.5; SMARCA2 act: 2; Rev-erbA mod: -7; DAX1 inh-1: -0.6; MBD2 DNA inh: 0; PLCg1 inh: 0; ADAM17 inh: -1; PLC-beta3 inh: 1; hgDAF12 agonist: 4.3; ssDAF12 agonist: -0.5; DAX1 inh-2: 1.6

What do the screens show for `COc1ccc(NC(C)C(=O)N/N=C/c2cc(Br)ccc2OC)cc1` (stereo not drawn)?
hcDAF12 agonist: 0.7; SMARCA2 act: 0; Rev-erbA mod: 5; DAX1 inh-1: -0.7; MBD2 DNA inh: -3; PLCg1 inh: -1; ADAM17 inh: 0; PLC-beta3 inh: 6; hgDAF12 agonist: -3.0; ssDAF12 agonist: -1.0; DAX1 inh-2: -0.3

Results for CC(C)(C)NC(=O)C(c1cccs1)N(Cc1ccc(F)cc1)C(=O)c1csnn1 (stereo not drawn) ?
hcDAF12 agonist: -1.5; SMARCA2 act: -4; Rev-erbA mod: -2; DAX1 inh-1: -0.4; MBD2 DNA inh: 0; PLCg1 inh: 0; ADAM17 inh: -4; PLC-beta3 inh: 1; hgDAF12 agonist: -0.6; ssDAF12 agonist: -1.0; DAX1 inh-2: -0.6

What do the screens show for `Cc1ccc(NC(=O)CCN2C(=O)NC(C)(C)C2=O)cc1F`?
hcDAF12 agonist: 0.8; SMARCA2 act: 6; Rev-erbA mod: 5; DAX1 inh-1: 2.5; MBD2 DNA inh: 1; PLCg1 inh: 2; ADAM17 inh: -3; PLC-beta3 inh: -4; hgDAF12 agonist: -1.1; ssDAF12 agonist: -1.1; DAX1 inh-2: -0.6

How did O=C(CSc1ccc2nnc(CCNC(=O)c3ccc(F)cc3)n2n1)NCc1ccco1 do in these assays?
hcDAF12 agonist: -2.5; SMARCA2 act: -3; Rev-erbA mod: 1; DAX1 inh-1: 0.5; MBD2 DNA inh: -8; PLCg1 inh: 14*; ADAM17 inh: -4; PLC-beta3 inh: -5; hgDAF12 agonist: -1.5; ssDAF12 agonist: -1.4; DAX1 inh-2: 0.8

Results for CC1CCCCC1NC(=O)c1ccc(S(=O)(=O)NNC(=O)c2ccncc2)cc1 (stereo not drawn) ?
hcDAF12 agonist: 1.0; SMARCA2 act: 3; Rev-erbA mod: 0; DAX1 inh-1: 0.5; MBD2 DNA inh: -3; PLCg1 inh: 2; ADAM17 inh: -2; PLC-beta3 inh: -3; hgDAF12 agonist: -0.6; ssDAF12 agonist: -1.2; DAX1 inh-2: -0.3

Results for CN(C)CCN(C(=O)c1cccs1)c1nc2cc3c(cc2s1)OCCO3 ?
hcDAF12 agonist: 7.0*; SMARCA2 act: 3; Rev-erbA mod: 1; DAX1 inh-1: 5.1*; MBD2 DNA inh: 1; PLCg1 inh: 3; ADAM17 inh: 1; PLC-beta3 inh: -4; hgDAF12 agonist: 4.2; ssDAF12 agonist: 1.4*; DAX1 inh-2: 1.1

How did O=C(Nc1cc(Cl)ccc1-n1cncn1)c1ccco1 do in these assays?
hcDAF12 agonist: 2.9; SMARCA2 act: 1; Rev-erbA mod: -8; DAX1 inh-1: 0.4; MBD2 DNA inh: 0; PLCg1 inh: -3; ADAM17 inh: 0; PLC-beta3 inh: -6; hgDAF12 agonist: 1.2; ssDAF12 agonist: -1.0; DAX1 inh-2: 0.2
